Screening results deposited in PubChem BioAssay by several laboratories.
HRas wt GTP bind: human HRas wildtype GTP binding, change in either direction. P01112. GST-Ras wt beads, Bodipy-FL-GTP binding, flow cytometry; actives lie on both sides. GTP binding activity, % at 10 µM. 190,000 compounds, 0.14% hits. AID 759;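 active means GTP binding activity at least 20% away from the 100% baseline, either lowered as inhibitor or raised as activator; inconclusive means flagged as likely green fluorescent, judged across all proteins in the well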;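 further: 0% = unlabeled GTP competition control and 100% = no-compound control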
Target sequence (P01112 whole entry, looked up): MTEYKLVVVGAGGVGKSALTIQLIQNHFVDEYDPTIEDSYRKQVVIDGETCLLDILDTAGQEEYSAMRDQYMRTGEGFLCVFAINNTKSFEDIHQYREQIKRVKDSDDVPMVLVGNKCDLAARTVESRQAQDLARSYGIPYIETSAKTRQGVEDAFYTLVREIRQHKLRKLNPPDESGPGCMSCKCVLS
Rab7 wt GTP bind: alters GTP binding to wildtype dog Rab7. GST-Rab7 beads, fluorescent GTP binding, flow cytometry; actives lie on both sides; untreated = 100%, excess cold GTP = 0%. GTP binding activity (percent of control), % at 10 µM. 190,000 compounds, 0.055% hits. AID 758;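 active means fluorescent GTP binding to Rab7 beads changed by at least 20 points from the 100% baseline, either direction, mostly lower; inconclusive means compound itself probably fluorescent, or too few beads counted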;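 further: median green fluorescence of bound Bodipy-FL-GTP per Rab7 bead population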
Rac1 wt GTP bind: human Rac1 wildtype GTP binding, inhibitors and activators | P63000 | GST-Rac1 beads, fluorescent GTP binding, flow cytometry; actives lie on both sides; 0 = cold GTP competed, 100 = untreated | GTP binding activity (% of control), % at 10 µM | 190,000 compounds, 0.27% hits;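 active means GTP binding activity at least 20 points away from the 100% control level, either lower or higher; inconclusive means compound flagged as likely green fluorescent, judged across all proteins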
Pf gametocyte: P. falciparum stage V gametocyte viability inhibition | inhibition, % at 10.9 µM | P. falciparum stage V gametocytes, ATP luminescence, 24 h | AID 743093 | 150,000 compounds, 0.065% hits;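 active means inhibition above the mean plus 3 SD of compounds within the control limits, set per campaign, cut at about 38% in these data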;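 further: 0% = DMSO wells and 100% = medium only without gametocytes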
Mcl1 Noxa PPI: disrupts binding of human Mcl-1 to Noxa peptide; Q07820; TR-FRET Mcl-1/Noxa peptide binding, 2 h; inhibition, % at 21.7 µM; 220,000 compounds, 1.5% hits; AID 1022;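 active means compounds that cut the protein-peptide binding signal by more than 50% relative to plate controls in a single-dose test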;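 further: His-tagged Mcl-1 with rhodamine Noxa BH3 peptide and terbium anti-His antibody; 0% = Mcl-1 plus Noxa peptide wells and 100% = peptide-only wells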
Target sequence (Q07820 whole entry, looked up): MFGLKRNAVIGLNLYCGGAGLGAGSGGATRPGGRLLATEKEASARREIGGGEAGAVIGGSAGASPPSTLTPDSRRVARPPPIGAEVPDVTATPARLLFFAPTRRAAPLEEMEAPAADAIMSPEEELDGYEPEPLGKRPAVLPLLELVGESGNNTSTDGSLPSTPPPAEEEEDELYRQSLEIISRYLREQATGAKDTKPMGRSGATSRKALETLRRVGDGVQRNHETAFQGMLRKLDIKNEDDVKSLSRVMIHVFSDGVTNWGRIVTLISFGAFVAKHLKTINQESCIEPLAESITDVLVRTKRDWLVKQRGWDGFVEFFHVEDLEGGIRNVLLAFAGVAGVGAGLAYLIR
Cdc42 wt: modulators (inhibitors or activators) of GTP binding to human Cdc42 wildtype; P60953; GST-Cdc42 beads, Bodipy-GTP binding, flow cytometry; actives lie on both sides; percent activity (GTP binding), % at 10 µM; 190,000 compounds, 0.2% hits;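 active means percent activity GTP binding at least 20 points away from the 100% baseline, either down as inhibitor or up as activator; inconclusive means compound flagged as likely green fluorescent from well-wide comparison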;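 further: median bead fluorescence of bound Bodipy-FL-GTP at 100 nM; 0% = excess unlabeled GTP control and 100% = no compound control; below 100% means less GTP binding so inhibitor and above means activator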
Target sequence (P60953 whole entry, looked up): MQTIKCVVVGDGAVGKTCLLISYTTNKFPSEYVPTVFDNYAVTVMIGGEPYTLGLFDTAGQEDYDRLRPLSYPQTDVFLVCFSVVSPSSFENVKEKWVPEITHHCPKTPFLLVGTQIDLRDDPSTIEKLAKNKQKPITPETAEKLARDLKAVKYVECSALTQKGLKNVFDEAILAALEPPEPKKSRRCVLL
Rab2A wt mod: changes GTP binding to wildtype dog Rab2A, up or down. GST-Rab2 wt beads, Bodipy-GTP binding, flow cytometry. AID 760. P61105. GTP binding activity, % at 10 µM. 190,000 compounds, 0.19% hits;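 active means GTP binding activity at least 20 points away from 100%, either lowered or raised; inconclusive means signal likely due to the compound's own green fluorescence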;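 further: 0% = beads with excess unlabeled GTP and 100% = no-compound control corrected for plate trend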
Mcl-1 Bim block: human Bim-Mcl-1 interaction inhibition; Q07820; Bead-based flow cytometry, Bim peptide-Mcl-1 binding; inhibition, % at 10 µM; 190,000 compounds, 0.1% hits; AID 1009; in the data active means inhibition above about 40%;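 further: 0% = no compound tracer wells and 100% = peptide blocker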
RGS8-Gao reg: regulators of human RGS8-Galphao interaction; multiplexed bead flow cytometry, RGS8-Galphao binding; actives lie on both sides; response (percent of control binding), % at 10 µM; 220,000 compounds, 0.34% hits; P09471; in the data active means response below about 60% or above about 140%; inactive means in between;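 further: Galphao activated as the GDP aluminium fluoride complex binding bead-coupled RGS8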
Target sequence (P09471 whole entry, looked up): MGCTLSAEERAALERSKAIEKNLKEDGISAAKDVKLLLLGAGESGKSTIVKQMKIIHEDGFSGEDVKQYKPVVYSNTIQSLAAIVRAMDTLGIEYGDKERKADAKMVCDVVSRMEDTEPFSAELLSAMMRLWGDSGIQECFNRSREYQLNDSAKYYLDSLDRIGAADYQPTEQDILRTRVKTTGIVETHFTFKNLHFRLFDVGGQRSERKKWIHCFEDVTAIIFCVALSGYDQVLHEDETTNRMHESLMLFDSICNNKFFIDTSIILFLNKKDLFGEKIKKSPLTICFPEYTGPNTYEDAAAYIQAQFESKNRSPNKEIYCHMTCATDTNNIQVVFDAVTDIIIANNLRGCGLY
Rac1 mut GTP: modulators of GTP binding to human Rac1 activated mutant. GST-Rac1 activated beads, fluorescent GTP binding, flow cytometry; actives lie on both sides; 100% means binding = to untreated wells. percent activity (GTP binding), % at 10 µM. 190,000 compounds, 0.11% hits. AID 764;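 active means GTP binding at least 20 percentage points away from the 100% baseline, in either direction, so actives lie on both sides; inconclusive means Compound likely fluorescent itself, or too few beads counted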
Mcl1 Bid PPI: Mcl-1/Bid interaction inhibition. Q07820. inhibition, % at 21.7 µM. 220,000 compounds, 0.97% hits. TR-FRET Mcl-1/Bid-Dy647 peptide binding, 1536-well;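 active means compounds that cut the binding signal by more than half at the single screening dose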;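 further: His-tagged Mcl-1 with europium anti-His antibody binding Bid BH3 peptide; 0% = Mcl-1 plus peptide wells and 100% = peptide-only wells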
* hit, by the source's call; u = inconclusive; x = not tested or not shown.

SMILES	HRas wt GTP bind	Rab7 wt GTP bind	Rac1 wt GTP bind	Pf gametocyte	Mcl1 Noxa PPI	Cdc42 wt	Rab2A wt mod	Mcl-1 Bim block	RGS8-Gao reg	Rac1 mut GTP	Mcl1 Bid PPI
O=C(c1cnccn1)N1CCN(c2ccccc2F)CC1	101	101	102	x	-9	103	100	57*	101	99	-28
Cc1ccc(-c2nc(CS(=O)CC(=O)NC3CCC(C)CC3)c(C)o2)cc1 (stereo not given)	102	101	101	x	-9	98	100	0	96	97	-13
O=C(Nc1ncc(Cl)cc1Cl)c1c(F)cccc1Cl	98	105	98	x	8	97	98	-1	102	93	-14
C#CCOC(=O)/C(=C/C=C/c1ccccc1)NC(=O)c1ccccc1	100	104	103	0	-1	101	98	-6	99	101	-16
Cc1csc(NC(=S)Nc2cccc(Cl)c2)n1	101	103	107	16	-23	102	99	-6	100	103	-67
COC(=O)C1=C(C)NC2=C(C(=O)CCC2)C1c1cn(Cc2ccc(Br)cc2)nc1-c1ccccc1 (stereo not given)	97	96	95	x	14	97	96	1	104	95	-23
CCOc1cc(C(=O)Nc2nnc(CC)s2)ccc1OCC(=O)N1CCOCC1	100	101	102	4	9	100	102	27	109	100	0
O=c1cc(CSc2nnc(NC3CCCCC3)s2)nc2sccn12	94	97	99	21	-11	90	94	-2	103	95	-23
CCc1ccc(NC(=O)CSc2nnc(CNC(=O)c3c(F)cccc3Cl)o2)cc1	103	100	101	x	-13	102	101	-2	100	101	-8
Cc1ccc2nc(-c3ccc(NS(=O)(=O)c4ccc(F)cc4)cc3)sc2c1	99	95	102	15	-1	97	96	-1	105	96	-8
CCOC(=O)c1ccc(NC(=S)NC(=O)c2nn(CC)cc2Br)cc1	103	101	108	5	27	103	100	-3	93	100	-12
COc1ccc(Oc2nc(-c3ccccc3)ncc2S(=O)(=O)c2ccccc2)cc1	97	93	95	-16	-19	99	94	-2	102	93	-3
O=C(C1CCN(S(=O)(=O)c2ccccc2[N+](=O)[O-])CC1)N1CCOCC1	99	109	96	4	13	95	97	0	97	96	-24
O=C(O)c1cc(-c2ccc(/C=C3\NC(=O)N(c4ccc(Cl)cc4)C3=O)o2)ccc1Cl	81	94	74*	-25	48	74*	80	2	101	77*	-14
COc1ccccc1-c1cc(C(F)(F)F)nc(S(=O)(=O)CCCC(=O)O)n1	104	98	103	x	-4	105	102	-1	101	101	-4
COc1ccc(OCC(=O)Nc2nc3ccccc3[nH]2)cc1	98	95	99	x	14	97	96	-2	104	96	2
Cc1cc(NC(=O)CSc2nc3ccccc3n2CC(=O)N2CC(C)CC(C)C2)no1 (stereo not given)	99	96	102	-2	9	103	97	0	111	98	10
COC(=O)Cc1c(OC)ccn(CCc2c[nH]c3ccccc23)c1=O	95	95	100	2	7	96	93	-3	94	93	-28
COc1ccccc1C(=O)NCC(=O)OCC(=O)c1ccc2c(c1)-c1ccccc1C2	91	95	91	x	-37	93	89	0	103	88	-11
Cc1ccc(C2Nc3ccc4ccccc4c3C3=C2C(=O)CC(C)(C)C3)o1 (stereo not given)	101	104	106	x	7	103	102	x	100	100	-21
NS(=O)(=O)c1ccc(NC(=O)c2c(Cl)cccc2Cl)cc1	98	97	99	-1	-11	97	98	1	100	96	2
Cc1ccc(C)c(NC(=O)CSc2nc3[nH]ncc3c(=O)[nH]2)c1	100	95	100	4	-3	97	97	-3	101	99	-26
C/C(=C\C=C(C#N)C#N)c1cc(C#N)c(N)o1	94	97	96	-18	-163	99	97	-1	98	94	-41
CN1CCO/C1=C(\C(Cl)=C(Cl)Cl)[N+](=O)[O-]	96	96	97	x	20	94	94	-7	86	95	-20
Cn1cc(S(=O)(=O)NCc2ccco2)c(=O)n(C)c1=O	103	101	104	x	9	105	100	-1	95	98	-14
CCOC(=O)C1(CC)NC(c2ccc(N(C)C)cc2)C2C(=O)N(C)C(=O)C21 (stereo not given)	103	99	104	x	10	101	101	1	100	99	-132
O=C(Cc1ccc(-n2c(=O)c3sccc3n(CC(=O)Nc3ccccc3F)c2=O)cc1)NCc1ccco1	96	92	97	-29	-2	101	98	4	101	97	-10
CC(C)C(=O)NC(NC1CCS(=O)(=O)C1)C(Cl)(Cl)Cl (stereo not given)	99	104	100	x	4	97	100	0	110	98	-21
O=S1(=O)N=C(N2CCCc3ccccc32)c2ccccc21	103	103	106	x	3	102	102	-2	99	100	-22
O=C(NC1CC1)c1sccc1-n1cccc1	101	101	103	x	-3	101	101	4	101	101	-37
Cc1cc(C)c(C)c(S(=O)(=O)Nc2ccc(OCC(=O)O)cc2)c1C	101	101	103	x	24	100	98	-1	97	97	-12
Fc1cccc(Cl)c1Cn1nnc2c(-n3ccnc3)ncnc21	97	101	98	-14	10	97	99	0	106	98	-11
Cn1c(=O)cc(SCC(=O)N2CCN(c3ccccn3)CC2)c2ccccc21	98	101	100	-37	-4	98	96	-6	99	96	-73
O=C1CN(C(=O)COC(=O)c2ccccc2NCc2ccco2)c2ccccc2N1	u	u	u	-14	11	u	u	-4	95	u	28
O=C(COC(=O)c1ccc[n+]([O-])c1)Nc1c(Br)cc([N+](=O)[O-])cc1Br	97	103	99	x	10	98	95	0	102	95	-43
CCN(CC)CCC#CC(O)(c1ccccc1)C1CCCCC1 (stereo not given)	98	98	99	2	-7	100	98	0	98	97	2
CC1C(C#N)=C(N)OC2=C1C(=O)CCC2 (stereo not given)	104	103	108	12	9	106	103	0	105	101	-33
O=C(O)c1cc2c(ccc3ccccc32)oc1=O	100	97	103	0	1	103	98	2	101	98	-1
Cc1ccc(-n2[nH]c(C)c(/C=N/Nc3ccc([N+](=O)[O-])cc3[N+](=O)[O-])c2=O)cc1C	89	89	88	2	54*	89	86	39	80	86	38
N#CCCn1c(=O)n(CCC#N)c2ccccc21	99	99	102	-10	1	96	97	-1	101	97	-9
CCCCNC(=O)CC(=O)Nc1ccccc1C(=O)O	99	99	101	13	-21	100	98	0	97	99	15
Cc1ccccc1C(=O)NC(=S)Nc1ccc(S(=O)(=O)N2CCOCC2)cc1	98	95	102	-10	4	104	98	0	95	100	-17
COCCn1c(SCC#N)nnc1-c1ccc(OC)cc1	102	104	108	x	9	104	99	2	102	99	0
CCCC(=O)N1CC2(CCC)CN(C(=O)CCC)CC(CCC)(C1)C2=O	100	102	103	x	-3	101	100	0	101	99	-19
CC(=O)N1CCCc2cc(S(=O)(=O)NCCC3=CCCCC3)ccc21	108	102	107	x	-6	109	108	-4	94	102	-10
O=C1C2C3C=CC(CNS(=O)(=O)c4ccccc4)(O3)C2C(=O)N1c1ccc(Cl)cc1 (stereo not given)	102	101	102	-1	-3	103	100	-2	99	102	-26
Brc1ccccc1-c1csnn1	99	103	103	-14	12	101	99	-5	100	101	-30
Cc1ccc(C)c(C(=O)CCC(=O)Nc2cccnc2)c1	105	103	110	21	2	105	101	0	102	101	-9
COc1ccc([N+](=O)[O-])cc1N(CC(O)CN1CCCCC1)S(=O)(=O)c1ccccc1 (stereo not given)	97	95	100	3	-7	92	95	-4	104	96	-9
CCc1c(C)sc(NC(=O)c2ccccc2[N+](=O)[O-])c1C(N)=O	103	97	103	x	23	101	99	-4	101	100	-17
Continued.
SMILES	HRas wt GTP bind	Rab7 wt GTP bind	Rac1 wt GTP bind	Pf gametocyte	Mcl1 Noxa PPI	Cdc42 wt	Rab2A wt mod	Mcl-1 Bim block	RGS8-Gao reg	Rac1 mut GTP	Mcl1 Bid PPI
Cn1nnc(C(O)CN2CCOCC2)n1 (stereo not given)	101	102	109	x	-5	103	103	-9	102	102	2
N#Cc1cccc(-n2nnnc2-c2ccccn2)c1	97	93	104	x	-8	103	99	-3	100	98	2
CCOC(=O)CNC(=O)Cn1cnc2c(nnn2-c2ccc(C)cc2)c1=O	101	100	100	x	9	103	100	-2	99	99	-15
Cc1c(NC(=O)CSc2ncnc3ccccc23)c(=O)n(-c2ccccc2)n1C	93	97	95	x	10	98	99	-4	98	94	-24
COc1ccc(S(=O)(=O)N2CCC(C(=O)NCCc3ccc4c(c3)OCO4)CC2)cc1	100	97	97	x	-6	99	100	-1	104	96	-9
COc1ccc(C(=O)C2CCCN(Cc3cccc4c3OCO4)C2)cc1OC (stereo not given)	98	104	101	x	10	98	98	0	100	96	-24
COc1cc(OC)c(C(=O)NC2CCCCCC2)cc1OC	88	90	89	x	2	90	91	0	100	85	-21
CC(C)Nc1ncnc2c1nnn2Cc1ccccc1	100	104	105	x	4	102	102	-5	103	98	11
OCCNc1nc(C2CC2)nc2c1nnn2Cc1ccccc1Cl	101	101	105	-13	0	101	101	0	92	98	-15
Cn1c(-c2c(N)n(-c3ccccc3)c3nc4ccccc4nc23)nc2ccccc21	94	97	94	11	-36	99	96	-2	103	95	-32
Cc1cc(C(F)F)n2nc(C(=O)Nc3ccc(F)cc3F)nc2n1	102	104	102	x	10	101	102	0	102	99	-26
CCOP1(=O)C=C(C(C)(C)C)OC1c1ccc(F)cc1 (stereo not given)	102	99	102	x	2	101	101	-2	101	100	4
Cc1ccc(NC(NC(=O)c2ccccn2)C(Cl)(Cl)Cl)cc1 (stereo not given)	102	100	103	x	5	102	104	-3	105	99	14
NC(=O)C1(N2CCCCC2)CCN(Cc2ccccc2Cl)CC1	101	98	106	x	4	105	102	1	101	101	0
Fc1ccc2nc3n(c2c1F)CCCCCC3	102	107	103	9	1	104	102	0	101	99	-9
Cc1ccc(-c2nn(-c3ccccc3)cc2C(=O)O)o1	96	107	100	x	32	99	100	0	98	96	-32
CC(C)NC(=O)C(=O)NC1CCCCCC1	99	95	97	30	14	99	99	-2	110	100	-10
O=C(N1CCC(O)(c2cccnc2)CC1)C12CC3CC(CC(C3)C1)C2	100	101	100	x	-12	99	97	0	99	97	-4
C#CCn1c(=NC(=O)c2ccccc2[N+](=O)[O-])sc2cc(S(C)(=O)=O)ccc21	100	99	104	x	4	102	98	-1	103	102	10
Cc1cc(C)c(NC(=O)CS(=O)CC(=O)NCCCc2ccccc2)c(C)c1 (stereo not given)	103	101	104	18	-4	101	98	-2	117	98	-1
O=C(NNC1=NCCC1)c1cccc(S(=O)(=O)N2CCCC2)c1	100	97	103	13	-6	101	101	-1	101	101	-20
Cn1c(SCC(=O)N2CCc3ccccc3C2)nnc1-c1ccncc1	100	102	103	x	10	99	99	-3	100	97	4
O=C1C=C(NCc2ccc(Cl)cc2Cl)C2(CCCCC2)O1	95	94	95	x	14	95	95	0	101	93	2
CN(C)CCNC(=O)Cn1nc(-c2ccc(Cl)cc2)ccc1=O	97	95	98	6	11	102	97	-2	99	97	-9

Compounds were not picked by outcome; any-hit rate near 2.9%.
